EZH2 inh – EZH2 (human) methyltransferase inhibition; Q15910; PRC2 H3K27 methylation, DELFIA TRF, 1 h; inhibition, % at 12.5 µM; 57,000 compounds, 0.35% hits;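 active = mean inhibition of replicates at least 50% and every single replicate also reaching 50%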;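 note: dimethyl H3K27 on biotinylated H3 21-44 peptide detected by antibody; plate controls were median neutral control wells for no effect and median positive control wells for full effect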
Target sequence (Q15910 whole entry, looked up): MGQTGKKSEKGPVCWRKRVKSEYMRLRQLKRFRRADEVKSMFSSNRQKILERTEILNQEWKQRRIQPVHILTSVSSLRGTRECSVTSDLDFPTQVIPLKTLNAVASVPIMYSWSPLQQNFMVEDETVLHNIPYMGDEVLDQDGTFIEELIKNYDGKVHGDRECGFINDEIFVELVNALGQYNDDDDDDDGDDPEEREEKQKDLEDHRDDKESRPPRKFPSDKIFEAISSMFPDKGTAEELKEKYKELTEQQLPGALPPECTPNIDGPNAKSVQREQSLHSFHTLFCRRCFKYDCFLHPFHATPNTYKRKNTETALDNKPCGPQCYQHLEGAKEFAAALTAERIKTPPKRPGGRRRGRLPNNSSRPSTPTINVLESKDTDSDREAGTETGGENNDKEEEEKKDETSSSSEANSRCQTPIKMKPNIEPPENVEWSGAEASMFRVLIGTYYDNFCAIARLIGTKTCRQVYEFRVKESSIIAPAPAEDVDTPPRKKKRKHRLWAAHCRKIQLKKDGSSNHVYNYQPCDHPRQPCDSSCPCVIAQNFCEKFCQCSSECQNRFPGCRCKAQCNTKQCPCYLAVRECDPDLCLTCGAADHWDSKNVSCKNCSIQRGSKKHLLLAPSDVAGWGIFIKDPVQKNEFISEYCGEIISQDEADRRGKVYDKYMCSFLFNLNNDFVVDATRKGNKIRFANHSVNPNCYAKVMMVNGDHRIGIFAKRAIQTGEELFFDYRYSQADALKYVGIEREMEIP
IDH1 mut inh – blocks human IDH1 R132H reductase activity. O75874. diaphorase/resazurin fluorescence, 60 min. inhibition, % at 10 µM. 70,000 compounds, 0.18% hits; in the data active = inhibition above about 34%;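 note: 0% = DMSO and 100% = no enzyme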
* = called active by the depositor; . = no result given; & = joins results of further samples. These rows are one share of the data; the hit share may differ from the screen's.

compound	EZH2 inh	IDH1 mut inh
COc1cc2c(cc1OC)CN(C(=O)[C@H]1[C@@H]3C(=O)O[C@@H](c4ccccc4)[C@@H](c4ccccc4)N3[C@@H](c3ccc(OCCO)cc3)[C@]13C(=O)Nc1ccc(C#CC4=CCCCC4)cc13)CC2	-23	.
COc1ccc(NC(=O)CN(c2cc(Cl)cc(Cl)c2)S(C)(=O)=O)cc1Cl	11	-0.6
CC(C)NC(=O)N(C)C[C@H]1Oc2c(NC(=O)C3CCCCC3)cccc2C(=O)N([C@@H](C)CO)C[C@H]1C	4	.
CCN1C[C@@H](C)[C@H](OC)CN(C)C(=O)c2cc(NC(=O)NC(C)C)ccc2OC[C@H]1C	-8	0.2
C[C@@H]1CCCCO[C@@H](CN(C)C(=O)NC2CCCCC2)[C@H](C)CN([C@@H](C)CO)C(=O)c2cc(NC(=O)CCCCCC(=O)Nc3ccccc3N)ccc2O1	.	1.6
C[C@H](CO)N1C[C@H](C)[C@H](CN(C)C(=O)[C@@H]2CCCN2C)OCc2ccccc2-c2c(n(C)c3ccccc23)C1=O	-10	0.6
CN1CCN(C2=Nc3ccccc3Sc3ccc(Cl)cc32)CC1	5	-0.1
C[C@@H]1CN([C@@H](C)CO)C(=O)c2cc(C3=CCCCC3)cnc2O[C@@H]1CN(C)CC1CCOCC1	.	0.3
C[C@H]1CN([C@@H](C)CO)C(=O)c2ccccc2-c2ccccc2CO[C@H]1CN(C)C(=O)Nc1cccc(C(F)(F)F)c1	-14	.
C[C@@H]1CN([C@H](C)CO)C(=O)Cc2cc(NS(=O)(=O)c3ccc(Cl)cc3)ccc2O[C@H]1CN(C)S(C)(=O)=O	.	-4.2
C[C@H]1CN([C@@H](C)CO)C(=O)c2cc(NC(=O)CCN3CCOCC3)ccc2O[C@@H]1CN(C)Cc1ccc2c(c1)OCO2	8	-0.2
CCC(=O)N(C)C[C@@H]1Oc2cc(C#CC(C)(C)O)ccc2S(=O)(=O)N([C@@H](C)CO)C[C@H]1C	.	0.2
C[C@@H]1CCCCO[C@@H](CN(C)S(=O)(=O)c2cccs2)[C@@H](C)CN([C@H](C)CO)C(=O)c2cc(NC(=O)Nc3ccc(C(F)(F)F)cc3)ccc2O1	.	1.7
Nc1c(S(=O)(=O)c2ccccc2)nnn1-c1ccc(OC(F)(F)F)cc1	.	0.3
C[C@H](CO)N1C[C@H](C)[C@H](CN(C)Cc2ccccc2)Oc2ccc(NC(=O)C3CC3)cc2CC1=O	0	0.2
COc1ccccc1CNC(=O)C[C@H]1C=C[C@H](NC(=O)CN(C)C)[C@H](CO)O1	11	-0.3
COc1ccccc1C#Cc1ccc2c(c1)O[C@H](CN(C)Cc1ccccc1)[C@H](C)CN([C@@H](C)CO)S2(=O)=O	.	0.8
CCc1nc(SCC(=O)Nc2ccc(OC)cc2)c2c3c(sc2n1)COC(C)(C)C3	.	1.6
CC(C)NC(=O)Nc1cccc2c1O[C@H](CN(C)Cc1ccc(Oc3ccccc3)cc1)[C@@H](C)CN([C@H](C)CO)C2=O	-25	-2.1
Nc1nonc1-c1nc2ccccc2n1CC(=O)Nc1cccc(Cl)c1Cl	-5	-0.3
NC(N)=N/N=C/c1c(Cl)cccc1Cl	.	-0.2
CC(C)NC(=O)N[C@@H]1CC[C@@H](CCNS(=O)(=O)c2ccc(F)cc2)O[C@H]1CO	-2	0.0
Cc1cccc(CN2CCC(CNC(=O)c3cc4cc5ccc(C)cc5nc4o3)CC2)c1	-17	-0.2
COCC(=O)N(C)C[C@H]1Oc2cc(C#C[C@@H](C)O)ccc2S(=O)(=O)N([C@@H](C)CO)C[C@@H]1C	-14	.
C[C@H]1CN([C@@H](C)CO)C(=O)c2cc(NC(=O)Nc3ccc4c(c3)OCO4)ccc2O[C@@H]1CN(C)C(=O)Nc1ccc(F)cc1	.	1.8
Cc1noc(C)c1S(=O)(=O)Nc1ccc2c(c1)C(=O)N([C@@H](C)CO)C[C@@H](C)[C@@H](CN(C)Cc1ccc3c(c1)OCO3)OCCCC[C@H](C)O2	.	3.5
COc1ccc(CN(C)C[C@@H]2Oc3ccc(NC(=O)NC(C)C)cc3C(=O)N([C@@H](C)CO)C[C@H]2C)cc1	-2	.
COc1cc(NC(=O)COc2cc(C)ccc2C)c(C(=O)O)cc1OC	2	-0.5
C[C@H](CO)N1C[C@H](C)[C@H](CN(C)C(=O)Nc2ccc3c(c2)OCO3)Oc2ccc(NS(=O)(=O)c3ccccc3)cc2C1=O	.	-0.1
C[C@H]1CN([C@@H](C)CO)C(=O)Cc2cc(NC(=O)Cn3cnnn3)ccc2O[C@H]1CN(C)S(=O)(=O)c1ccc(F)cc1	.	0.1
O=C(Nc1ccc(S(=O)(=O)Nc2ncccn2)cc1)c1cccc(I)c1	3	0.1
COc1ccc(S(=O)(=O)N(C)C[C@H]2OCCCC[C@H](C)Oc3ccc(NS(=O)(=O)c4ccc(F)cc4)cc3C(=O)N([C@H](C)CO)C[C@@H]2C)cc1	.	2.8
O=C(C[C@H]1C=C[C@H](NC(=O)NC2CCCCC2)[C@@H](CO)O1)NCc1ccccc1	2	-0.3
CCCCCCCCN1C(=O)C(C(C)=O)=C(C)C1(C)O (stereo not given)	17	0.7
O=S(=O)(N[C@H]1CC[C@@H](CCn2cc(C3(O)CCCC3)nn2)O[C@@H]1CO)c1ccc(Cl)cc1	2	0.5
CCCC#Cc1cnc2c(c1)C(=O)N([C@H](C)CO)C[C@@H](C)[C@H](CN(C)S(=O)(=O)c1cccc(OC)c1)O2	2&-7	-28
C[C@@H]1CN([C@H](C)CO)C(=O)c2cc(C#C[C@@H](C)O)cnc2O[C@H]1CN(C)C(=O)c1ccccc1	.	0.1
CC(=O)Nc1ccc(C(=O)CSc2nnc(C)s2)cc1	26	-0.3
CCCCc1ccc(NC(=O)N2CCN(c3cc(C)nc4ccccc34)CC2)c(C)c1	6	-0.3
CO[C@@H]1CN(C)C(=O)c2ccc(NC(=O)Nc3ccccc3F)cc2OC[C@H](C)N(CC2CC2)C[C@@H]1C	-2	-0.3

For reference, some entries already given.
compound	EZH2 inh	IDH1 mut inh
COCC(=O)N(C)C[C@H]1Oc2cc(C#C[C@@H](C)O)ccc2S(=O)(=O)N([C@@H](C)CO)C[C@@H]1C	-14	.
C[C@H]1CN([C@@H](C)CO)C(=O)c2cc(NC(=O)Nc3ccc4c(c3)OCO4)ccc2O[C@@H]1CN(C)C(=O)Nc1ccc(F)cc1	.	1.8
Cc1noc(C)c1S(=O)(=O)Nc1ccc2c(c1)C(=O)N([C@@H](C)CO)C[C@@H](C)[C@@H](CN(C)Cc1ccc3c(c1)OCO3)OCCCC[C@H](C)O2	.	3.5

The listing continues:
compound	EZH2 inh	IDH1 mut inh
Cc1ccc(S(=O)(=O)N(C)C[C@@H]2Oc3ccc(NC(=O)C4CCCCC4)cc3C(=O)N([C@@H](C)CO)C[C@H]2C)cc1	-4	.
C[C@@H]1CN([C@@H](C)CO)S(=O)(=O)c2ccc(-c3cncnc3)cc2O[C@@H]1CN(C)Cc1ccccn1	.	0.1
C[C@H]1CCCCO[C@@H](CN(C)C(=O)c2ccccc2)[C@@H](C)CN([C@@H](C)CO)C(=O)c2cc(NC(=O)c3ccccc3)ccc2O1	0	.
COc1ccc(CN(C)C[C@H]2OCCCC[C@H](C)Oc3ccc(NC(=O)Nc4cccc5ccccc45)cc3C(=O)N([C@@H](C)CO)C[C@H]2C)cc1	.	2.2
CCC(=O)N(C)C[C@@H]1Oc2cc(C#Cc3ccccn3)ccc2S(=O)(=O)N([C@@H](C)CO)C[C@@H]1C	-3	-0.1
C/C=C/c1ccc2c(c1)O[C@@H](CN(C)Cc1ccccc1)[C@@H](C)CN([C@@H](C)CO)S2(=O)=O	7	-7.2
Cc1cc(C(C)(C)C)c(O)c(C)c1CC1=NCCN1	8	0.0
CCC(=O)Nc1ccc2c(c1)OC[C@H](C)N(C(=O)c1ccccc1F)C[C@H](C)[C@H](OC)CN(C)C2=O	0	0.2
Cc1ccc(S(=O)(=O)Nc2cccc3c2O[C@@H](CN(C)S(=O)(=O)c2ccc(Cl)cc2)[C@@H](C)CN([C@@H](C)CO)C3=O)cc1	.	-1.0
CC(C)NC(=O)Nc1ccc2c(c1)C(=O)N([C@H](C)CO)C[C@@H](C)[C@H](CN(C)C(=O)c1ccncc1)OCCCC[C@H](C)O2	8	6.8
CCCC#Cc1cnc2c(c1)C(=O)N([C@@H](C)CO)C[C@@H](C)[C@@H](CN(C)C(=O)c1cnccn1)O2	-7	0.6
CN(C)CCCNC(=O)C[C@H]1CC[C@@H](NS(=O)(=O)c2ccccc2)[C@H](CO)O1	3	0.0
C[C@H]1CN([C@@H](C)CO)C(=O)c2cccc(NS(=O)(=O)c3cn(C)cn3)c2O[C@H]1CN(C)C(=O)Nc1ccc(C(F)(F)F)cc1	.	-5.7
C[C@H]1CCCCO[C@H](CN(C)C(=O)Nc2ccccc2)[C@@H](C)CN([C@@H](C)CO)C(=O)c2cc(NC(=O)Nc3ccccc3)ccc2O1	.	-2.1
C/C=C/c1ccc2c(c1)O[C@H](CN(C)C(=O)CN(C)C)[C@H](C)CN([C@H](C)CO)S2(=O)=O	-18	-0.3
Cc1ccc(S(=O)(=O)N2C(=O)CCC2C(=O)Nc2ccc(Cl)c(C(F)(F)F)c2)cc1 (stereo not given)	7	0.0
COCCNC(=O)C[C@H]1C[C@@H]2c3cc(NS(=O)(=O)c4ccc(F)cc4)ccc3O[C@@H]2[C@H](CO)O1	-4	-0.1
COc1ccccc1CNC(=O)c1ccc(NS(C)(=O)=O)cc1	10	-0.9
CO[C@H]1CC[C@H]2CCOc3c(C#N)cccc3C(=O)N(C)CCCC(=O)N(C)C[C@H]1O2	5	0.0
COc1ccccc1C(=O)Nc1ccc2c(c1)OC[C@@H](C)NC[C@@H](C)[C@@H](OC)CN(C)C2=O	0	-0.2

Three records picked at random from the list so far, as already listed:
compound	EZH2 inh	IDH1 mut inh
CN(C)CCCNC(=O)C[C@H]1CC[C@@H](NS(=O)(=O)c2ccccc2)[C@H](CO)O1	3	0.0
COc1ccccc1CNC(=O)c1ccc(NS(C)(=O)=O)cc1	10	-0.9
CCC(=O)N(C)C[C@@H]1Oc2cc(C#Cc3ccccn3)ccc2S(=O)(=O)N([C@@H](C)CO)C[C@@H]1C	-3	-0.1

(cont.)
compound	EZH2 inh	IDH1 mut inh
C[C@H]1CCCCO[C@@H](CN(C)Cc2ccc(C(=O)O)cc2)[C@@H](C)CN([C@@H](C)CO)C(=O)c2cc(NC(=O)Nc3cccc4ccccc34)ccc2O1	.	-20
C[C@@H]1CN([C@H](C)CO)C(=O)Cc2cc(N(C)C)ccc2O[C@H]1CN(C)C(=O)Nc1ccc2c(c1)OCO2	-2	-0.1
CCC(=O)N[C@@H]1CC[C@H](CC(=O)NCc2cc(F)cc(F)c2)O[C@@H]1CO	16	0.0
COc1ccc(NS(=O)(=O)c2ccc(NC(=O)c3ccc(Br)cc3)cc2)nn1	.	-0.2
COc1cccc(S(=O)(=O)N(C)C[C@@H]2Oc3cc(C#CCC(C)C)ccc3S(=O)(=O)N([C@H](C)CO)C[C@@H]2C)c1	-3	3.0
CO[C@H]1CN(C)C(=O)c2cc(NC(=O)c3cc(C)on3)ccc2OC[C@@H](C)NC[C@@H]1C	8	0.3
C[C@@H]1CN([C@H](C)CO)C(=O)Cc2cc(NC(=O)Cc3cn(C)c4ccccc34)ccc2O[C@@H]1CN(C)Cc1ccc(C(=O)O)cc1	.	-22
O=C(Nc1ccc(I)cc1C(=O)N1CCN(CCO)CC1)c1ccccc1Cl	1	0.0
C[C@@H]1CN([C@H](C)CO)C(=O)c2cccc(NC(=O)NC3CCCCC3)c2O[C@H]1CN(C)S(=O)(=O)c1ccccc1	1	0.1
CCCNC(=O)N[C@@H]1CC[C@@H](CC(=O)NC2CCCCC2)O[C@@H]1CO	-1	0.0
C[C@H](CO)N1C[C@H](C)[C@@H](CN(C)CC2CCOCC2)Oc2ncc(-c3cncnc3)cc2C1=O	3	1.3
CC(C)CC#Cc1ccc2c(c1)O[C@@H](CN(C)C(=O)C1CC1)[C@H](C)CN([C@@H](C)CO)S2(=O)=O	-1	.
NC(=O)NCC#Cc1ccc2c(c1)[C@]1(C(=O)N2)[C@H](C(=O)Nc2nc3ccccc3s2)[C@H]2C(=O)O[C@H](c3ccccc3)[C@H](c3ccccc3)N2[C@@H]1c1ccccc1OCCO	-35	.
C[C@@H]1CN([C@@H](C)CO)C(=O)c2cc(NC(=O)CCCN(C)C)ccc2O[C@@H](C)CCCCO[C@H]1CN(C)Cc1ccc2c(c1)OCO2	.	3.8
C[C@@H]1CCCCO[C@@H](CN(C)C(=O)C2CCCCC2)[C@H](C)CN([C@H](C)CO)C(=O)c2cc(NC(=O)Nc3ccc(F)cc3)ccc2O1	.	2.8
Cc1ccc(S(=O)(=O)N(C)C[C@@H]2Oc3cc(C#Cc4ccccc4)ccc3S(=O)(=O)N([C@@H](C)CO)C[C@H]2C)cc1	-28	1.3
CO[C@H]1CN(C)C(=O)c2ccc(NC(=O)C3CCOCC3)cc2OC[C@H](C)NC[C@H]1C	5	0.3
C[C@@H]1CN([C@@H](C)CO)C(=O)c2cc(NS(=O)(=O)c3cccs3)ccc2O[C@H]1CN(C)Cc1ccc(C(=O)Nc2ccccc2N)cc1	5	0.3
O=C(C[C@H]1C=C[C@H](NC(=O)c2ccc(F)cc2)[C@@H](CO)O1)NCc1ccncn1	-11	-0.2
COc1ccc(CN(C)C[C@@H]2OCCCC[C@@H](C)Oc3ccc(NS(=O)(=O)c4c(C)noc4C)cc3C(=O)N([C@@H](C)CO)C[C@@H]2C)cc1	.	0.7
CCCN(C)C[C@H]1Oc2cc(-c3cccc(C#N)c3)ccc2S(=O)(=O)N([C@@H](C)CO)C[C@H]1C	.	2.3
